Rab9 promoter act – activates the Rab9 promoter; hit rate 2.8% among 320,000; AID 485297; Potency, µM (titrated, usually from 9.22 µM), for inactives: at the top dose activation, negative = inhibition, usual class: activators; Huh7 Rab9 promoter-luciferase reporter, luminescence, 24 h; also: potency is read from the fitted curve at half-maximal effect; % of control where 0% means no effect; nearly all actives have a fitted effect of over 60% in size
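Rab9 promoter-driven luciferase in stably transfected Huh7 cells; 1500 cells/well rested 2 h, exposed to compound in DMSO for 24 h at 37 °C, 5% CO2. Luminescence read 10 min after adding luciferase reagent at ambient temperature.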
NPC1 prom act – activators of NPC1 promoter; Huh7 NPC1 promoter luciferase reporter, 24 h; Potency, µM (series often up to 9.22 µM), inactives show top-dose activation, usual class: activators; hit rate 2.4% among 320,000; AID 485313;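 also: potency is read from the fitted curve at half-maximal effect; % of control where 0% means no effect; nearly all actives have a fitted effect of over 60% in size; reporter is driven by a mutant NPC1 promoter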
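Readout is luciferase luminescence, reflecting NPC1 promoter activation in stably transfected Huh7 cells after 24 h compound exposure at 37 °C in reduced-serum medium with 10% FBS.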
VP16 counter – Gal4-VP16 reporter inhibition counter-screen | Drosophila S2 Gal4-VP16 UAS-luciferase, luminescence, 20 h | Potency, µM (titrated, usually from 53.6 µM), for inactives: at the highest dose activity, negative = inhibition, actives largely listed as inhibitors | hit rate 3.5% among 310,000 | AID 2546;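 also: Gal4-VP16 expression switched on by copper sulfate through the metallothionein promoter; potency is read from the fitted curve at half-maximal effect; % is scaled to controls: 0 for no effect and ±100 for the full control effect; nearly all actives have a fitted effect of over 50% in size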
KCNH2 3.1 block – KCNH2 3.1 (human) potassium channel inhibition. U2OS KCNH2 3.1, thallium flux FluxOr; active compounds read low. activity change, % (tested at about 1.8 µM). hit rate 0.95% among 340,000. AID 720553;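 active = maximum activity change below -70%; inconclusive = maximum activity change from -70% to -50%; inactive = maximum activity change above -50%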;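 also: thallium influx rate constant from kinetic fluorescence after stimulation buffer; % is scaled to controls: 0 for no effect and ±100 for the full control effect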
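U2OS cells transduced with KCNH2 3.1 mutant virus (1.77 x 10^8 /mL, 4 h), plated overnight at 37 C, loaded 45 min with FluxOr dye plus Red40 quencher. Thallium flux rate constant from kinetic reads after stimulation buffer, normalised to controls.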
Tb PFK block – T. brucei PFK enzyme inhibition. O15648. T. brucei PFK, ADP-Glo luminescence. Potency, µM (doses to about 57.5 µM), for the others: at the top dose activity, negative = inhibition, actives largely listed as inhibitors. hit rate 0.17% among 330,000. AID 485367;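 also: potency is read from the fitted curve at half-maximal effect; 0% = uninhibited 1x PFK enzyme wells and -100% = no-enzyme wells; nearly all actives have a fitted effect of over 60% in size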
Target sequence (O15648 whole entry, looked up): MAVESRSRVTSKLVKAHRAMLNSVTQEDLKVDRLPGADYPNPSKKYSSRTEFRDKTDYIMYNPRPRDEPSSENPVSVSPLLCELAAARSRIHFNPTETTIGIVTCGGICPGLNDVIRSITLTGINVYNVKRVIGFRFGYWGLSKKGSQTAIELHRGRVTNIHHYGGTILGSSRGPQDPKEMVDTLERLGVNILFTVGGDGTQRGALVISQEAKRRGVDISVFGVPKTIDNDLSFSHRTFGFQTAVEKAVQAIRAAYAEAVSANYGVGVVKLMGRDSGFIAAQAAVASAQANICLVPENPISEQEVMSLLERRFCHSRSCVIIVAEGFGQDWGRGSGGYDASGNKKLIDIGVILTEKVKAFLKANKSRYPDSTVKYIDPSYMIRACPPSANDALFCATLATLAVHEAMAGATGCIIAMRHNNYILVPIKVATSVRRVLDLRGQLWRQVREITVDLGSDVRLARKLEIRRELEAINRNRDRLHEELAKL
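Luminescent ADP detection (ADP-Glo, two-step: ATP depletion then ADP-to-ATP conversion for luciferase) reported PFK activity after 45 min room-temperature reaction of 1.25 nM enzyme with 0.5 mM F6P and 0.1 mM ATP at pH 8.0.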
ELG1 genotoxic – genotoxicity induction in ELG1-luciferase HEK293T cells; HEK293T ELG1-luciferase reporter, luminescence, 16 h; Potency, µM (highest dose often 46 µM), without a hit: at the highest dose activity change, positive = activation, usual class: activators; hit rate 1.3% among 330,000; AID 504466; also: potency is read from the fitted curve at half-maximal effect; % of control where 0% means no effect; nearly all actives have a fitted effect of over 60% in size
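16 hr compound incubation (37 °C, 5% CO2) of HEK293T cells carrying luciferase-tagged ELG1; luciferase then measured by ONE-Glo luminescence after 30 min at RT.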
FLuc modulator – counter-screen for miR-21 project: firefly luciferase inhibitors or activators | purified FLuc, Km substrates, luminescence inhibition | Potency, µM (titrated, usually from 57.5 µM), for the others: at the highest dose activity change, negative = inhibition, usual class: inhibitors | hit rate 6.9% among 360,000 | AID 588342;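 also: potency is read from the fitted curve at half-maximal effect; plate controls were vehicle for no effect and reference inhibitor for full effect; nearly all actives have a fitted effect of over 55% in size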
Target sequence (P08659 whole entry, looked up): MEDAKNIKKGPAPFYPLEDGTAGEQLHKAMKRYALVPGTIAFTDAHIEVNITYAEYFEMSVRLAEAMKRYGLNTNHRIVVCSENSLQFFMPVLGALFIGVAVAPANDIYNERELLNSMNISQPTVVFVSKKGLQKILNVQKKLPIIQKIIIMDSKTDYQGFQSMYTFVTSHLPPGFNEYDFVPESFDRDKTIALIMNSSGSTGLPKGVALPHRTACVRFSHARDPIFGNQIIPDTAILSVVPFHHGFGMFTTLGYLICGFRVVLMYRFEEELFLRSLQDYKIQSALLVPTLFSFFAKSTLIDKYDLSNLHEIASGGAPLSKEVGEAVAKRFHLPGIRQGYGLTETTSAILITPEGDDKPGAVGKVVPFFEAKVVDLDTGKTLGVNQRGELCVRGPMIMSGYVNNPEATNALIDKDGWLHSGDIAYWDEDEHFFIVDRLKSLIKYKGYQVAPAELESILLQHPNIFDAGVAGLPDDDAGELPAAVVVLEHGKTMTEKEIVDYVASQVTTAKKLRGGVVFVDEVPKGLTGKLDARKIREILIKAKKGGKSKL
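Purified P. pyralis luciferase, 10 nM final, with Km-level 10 uM D-luciferin and 10 uM ATP in 50 mM Tris acetate pH 7.5, 10 mM Mg acetate, 0.01% Tween-20, 0.05% BSA; 6-point qHTS titration about 60 µM downward; luminescence read.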
Giardia killer – Giardia lamblia killing. Giardia lamblia trophozoite viability. activity change, % at 7.66 µM, hits read low. hit rate 0.15% among 340,000. AID 540267; in the data active = activity change below about -80%; inconclusive = between about -30% and that limit;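 also: parasites exposed to compound for two days anaerobically before the ATP read; % is scaled to controls: 0 for no effect and ±100 for the full control effect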
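Luminescence from cellular ATP indicates surviving trophozoites (100 cells/well) following 48 hrs anaerobic compound treatment at 37 deg C; signal develops 15-30 min at room temperature.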
Coupling enz – counter-screen for Giardia aldolase inhibitors: coupling enzyme system | coupling enzyme system counterscreen, AmpLite Red fluorescence | activity change, negative = inhibition, % at 58.2 µM, hits read low | hit rate 0.67% among 290,000 | AID 2472; in the data active = activity change below about -30%; also: % is scaled to controls: 0 for no effect and ±100 for the full control effect
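Fluorescence at 525 nm excitation and 598 nm emission measured inhibition of the coupled detection system without aldolase. Compounds (at 57.5 uM final) were preincubated 10 min at room temperature with coupling enzyme reagent before a 20 min substrate/AmpLite Red step.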
RORg inh – inhibitors of mouse ROR gamma transcriptional activity; Drosophila S2 Gal4-RORgamma UAS-luciferase reporter, 20 h; hit rate 5.4% among 310,000; P51450; Potency, µM (doses to about 53.6 µM), for inactives: top-dose activity change, negative = inhibition, usual class: inhibitors; AID 2551; also: potency is read from the fitted curve at half-maximal effect; % is scaled to controls: 0 for no effect and ±100 for the full control effect; nearly all actives have a fitted effect of over 60% in size
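Schneider cells (Drosophila), stable Gal4 DBD–ROR gamma + UAS-luc; 1 hr cmpd preincubation; Cu2+ induction 700 uM final; 20 hr ambient; luminescence.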
uPA surface inh – cell surface uPA generation inhibition | Potency, µM (highest dose often 38.3 µM), for inactives: at the highest dose activity change, negative = inhibition, usual class: inhibitors | hit rate 0.31% among 330,000 | cell surface uPA generation assay, qHTS; active = well fitted inhibition curve with a large enough effect; inconclusive = small, poorly fitted or top-dose-only effect; inactive = no such curve, though single readings can be large or run the other way; tested in mouse RAW 264.7 cells; also: potency is read from the fitted curve at half-maximal effect; % is scaled to controls: 0 for no effect and ±100 for the full control effect; nearly all actives have a fitted effect of over 55% in size
Starred values were filed as active, the others as inactive; ? = inconclusive; · = not tested or not shown; [ ] = dose if it differs, or a comment. Unless noted, calls follow the shape of the dose curve; as a rule, active = well fitted curve in the direction sought with a large enough effect; inconclusive = small, poorly fitted or top-dose-only effect, or another doubt; inactive = no such curve, though single readings can be large; an effect the other way counts as inactive or inconclusive.

Values run as follows: Rab9 promoter act	NPC1 prom act	VP16 counter	KCNH2 3.1 block	Tb PFK block	ELG1 genotoxic	FLuc modulator	Giardia killer	Coupling enz	RORg inh	uPA surface inh
> CCOC(=O)C(Cc1c[nH]c2ccccc12)NC(=O)c1ccccc1Br (stereo not given)
→ 24%	26%	?	-25	0%	?	0.67µM*	1	0	8.9µM*	0%
> C=C(C)C(=O)Nc1cccc(C2=NOC3(C2)C[C@@H](C(N)=O)N(C(=O)CCCCC)C3)c1 (stereo not given in full)
→ -9%	1%	-2%	-6	2.7µM*	-1%	1%	6	4	12%	23%
> O=C(NCCN1CCOCC1)c1ccc2c(c1)N(Cc1ccc(F)cc1)C(=O)CS2
→ -5%	-2%	-6%	0	5%	-7%	1%	-4	0	-27%	-5%
> O=C(NCc1ccccc1)C(C(=O)c1ccc(F)cc1)n1ccccc1=O (stereo not given)
→ 6%	0%	8%	6	1%	0%	1%	-9	·	1%	0%
> Cc1c(Cl)c([N+](=O)[O-])nn1CCCC(=O)NCCc1ccccc1
→ ?	11%	-2%	9	-1%	11%	?	2	1	0%	-6%
> Cc1ccn(CCNC(=O)C2CCC(=O)N(Cc3ccc(Cl)cc3)C2)n1 (stereo not given)
→ 3%	-1%	2%	-12	0%	1%	-1%	-6	·	-3%	13%
> O=C(NNC(=O)c1cc(Cl)ccc1[N+](=O)[O-])c1csc(N2CCOCC2)n1
→ 1%	-2%	·	3	-5%	3%	1%	-15	·	·	3%
> Cc1ccc(N2CC(C(=O)Nc3nnc(SCCC4OCCO4)s3)CC2=O)cc1C (stereo not given)
→ 14%	-6%	9%	-8	1%	-1%	-9%	5	·	25%	-1%
> N#C/C(=C\c1cc(Cl)ccc1O)C(=O)NC1CCCCC1
→ -2%	2%	-3%	-3	1%	-2%	-2%	22	2	-5%	·
> CCOc1ccc(NC(C)C(=O)N/N=C/c2ccc([N+](=O)[O-])cc2)cc1 (stereo not given)
→ -1%	-4%	-9%	·	-1%	-1%	1%	·	-1	3%	·
> CC(C)Cc1c2c([nH]c(=S)c1C#N)CCCC2
→ -5%	-4%	?	15	-9%	1%	-16%	-12	-7	6.3µM*	5%
> COc1ccc(N2CCN(C(=O)CCS(=O)(=O)c3ccc4c(c3)NC(=O)CO4)CC2)cc1
→ 0%	-1%	-1%	12	4%	-3%	1%	-10	1	1%	4%
> O=C(Nc1nc2ccccc2[nH]1)c1cccc([N+](=O)[O-])c1
→ 1.4µM*	3.5µM*	?	6	-1%	9%	?	-4	3	0.89µM*	-6%
> CC1Cc2cc(/C(O)=C3/C(=O)C(=O)N(Cc4ccncc4)C3c3ccc(N(C)C)cc3)ccc2O1 (stereo not given)
→ 0%	-4%	7%	16	2%	0%	-2%	-6	3	13%	7%
> CCN(CC)c1ccc(C(=O)NNC(=O)c2ccc3c(=O)n4c(nc3c2)CCC4)cc1
→ -1%	0%	·	6	3%	6%	?	13	·	·	4%
> C/C(CC(=O)Nc1cccc(C(F)(F)F)c1)=N\NC(=O)C1CCCCC1
→ -3%	-4%	5%	9	2%	-3%	-4%	-21	2	?	-3%
> CCCOc1ccc2cc(-c3ccccn3)c(=O)oc2c1
→ 0.45µM*	?	5µM*	·	-15%	?	0.24µM*	?	-1	7.1µM*	-19%
> N#Cc1c(NC(=O)CSc2ccccn2)oc(-c2ccccc2)c1-c1ccccc1
→ -5%	-2%	6%	-1	2%	1%	-2%	-5	2	-1%	3%
> Cc1ccc(Nc2c([N+](=O)[O-])ccc3nonc23)c(C)c1
→ -6%	-3%	9%	7	-3%	1%	-3%	-6	0	29%	-1%
> O=C(Cn1c2[n+](c3ccc(C(F)(F)F)cc31)CCCCC2)c1cccc([N+](=O)[O-])c1
→ 11%	1%	4%	-5	0%	1%	1%	-3	0	36%	20%
> N#Cc1nc(-c2cccs2)oc1NCc1ccco1
→ 6%	9%	?	5	-1%	3%	-19%	-3	-2	?	-16%
> Cc1ccccc1N1CCN(C2=NC(=O)/C(=C\c3cccs3)S2)CC1
→ 11%	-1%	-21%	-33	1%	1%	9.5µM*	10	-8	?	?
> CCOC(=O)N1CCN(S(=O)(=O)c2ccc(C(=O)N(CCCN(C)C)c3nc4c(C)c(C)ccc4s3)cc2)CC1
→ -4%	-2%	·	-2	0%	6%	0%	-3	·	·	-4%
> Cn1cnc(S(=O)(=O)N2CCN(c3cccc(C(F)(F)F)c3)CC2)c1
→ -4%	0%	-2%	3	1%	0%	0%	12	5	5%	-1%
> CCCC(=O)NNc1c2ccccc2nc2ccccc12
→ -43%[inhibitor]	-29%	-35%	-3	0%	-2%	1%	3	2	8%[10 µM]	-3%
> Cc1ccccc1NC(=O)C1CCCN(S(=O)(=O)c2c(C)noc2C)C1 (stereo not given)
→ 2%	-1%	3%	5	1%	0%	5%	13	0	-14%	0%
> Cc1cc(C)n(C(=O)N(c2ccccc2)c2ccccc2)n1
→ 1%	2%	16%	5	6%	-9%	0%	0	0	-14%	21%
> C=CCn1c(SCCN2CCCCC2)nc2c1c(=O)[nH]c(=O)n2C
→ -1%	2%	-2%	8	-9%	7%	6%	-1	1	-9%	13%
> Cc1c(Cc2c(Cl)cccc2Cl)c(=O)ccn1C(C)c1ccccc1 (stereo not given)
→ -7%	-1%	-3%	0	0%	-11%	4%	16	-2	30%	-4%
> CCOCCCNS(=O)(=O)Cc1ccccc1
→ 0%	-2%	-6%	-10	2%	-6%	0%	-21	1	2%	·
> Cc1nn(C)c(C)c1/C=N/NC(=O)CCn1cc([N+](=O)[O-])cn1
→ -2%	-7%	0%	-12	-3%	-2%	2%	8	2	1%	4%
> O=C1CCc2ccc(NC(=O)C3CC3)cc2N1
→ -11%	-1%	6%[10 µM]	8	-14%	0%	-4%	15	4	2%	1%
> CCN(CC)CCn1c(C)nc2ccccc21
→ -4%	-2%	0%	9	-3%	0%	-4%	13	-1	-27%	1%
> N#C/C(=C\C=C\c1ccccc1)C(=O)NCc1cccnc1
→ -10%	6%	19%	4	4%	-2%	-2%	-8	0	-31%	-6%
> O=Cc1c(C(=O)O)n(CC(=O)O)c2ccccc12
→ 1%	-1%	-11%	-35	1%	4%	-1%	-15	-6	-2%	-1%
> Cc1ccc2[nH]c(-c3ccccc3)c(CN(C)C)c(=O)c2c1
→ 7%	-1%	-4%	-2	8%	1%	?	-14	0	21%	-14%
> O=C(c1cccc(Cl)c1)N1CCN(Cc2ccc3c(c2)OCO3)CC1
→ 3%	0%	5%	-1	0%	-1%	-5%	13	-3	-5%	11%
> CC(=O)Nc1ccc(OCC(O)Cn2cncn2)cc1 (stereo not given)
→ 1%[1.84 µM]	-3%	-7%	7	-3%	1%	1%	29	-1	-2%	-8%
> COc1ccccc1C1=NOC(Cn2c(=O)c3c(ncn3C)n(C)c2=O)C1 (stereo not given)
→ 8%	13%	5%	-3	1%	5%	-14%	23	-1	-3%	-1%
> Cc1ccc(C2(C)NC(=O)N(CC(=O)Nc3ccccc3N3CCCCC3)C2=O)cc1 (stereo not given)
→ -2%	2%	·	4	2%	-2%	-1%	-2	·	·	15%
> N#Cc1c(-c2ccccc2)nc(-c2ccccc2)nc1N1CCOCC1
→ -2%	-3%	-3%	-19	1%	0%	0%	7	-1	-1%	2%
> COc1ccc(/C=C(\NC(=O)c2ccccc2)C(=O)N2CCN(C)CC2)cc1OC
→ 11%	2%	3%	-20	3%	10%	0%	-1	3	-9%	0%
> Cc1cccc(-c2sc(Nc3ccccc3)n[n+]2-c2ccc(F)cc2)c1
→ 0%	1%	-6%	-92*	-2%	-1%	-2%	2	1	-26%	-8%
> Cc1ccc(S(=O)(=O)/N=C(/NNC(=O)c2cccc(Cl)c2)c2ccccc2)cc1
→ ?	?	19%	-24	0%	16µM*	15µM*	?	10	8%	-4%
> Cc1ccc(-c2n[nH]c(=S)n2C)cc1
→ -3%	8%	?	·	-1%	3%	1%	7	1	?	-1%
> Cc1c(-c2ccc(Cl)cc2)[n+](=O)c(-c2ccccc2)cn1[O-]
→ -5%	-1%	-2%	1	1%	7%	-1%	-4	-2	-1%	-4%
> CCc1cccc(OCCOCCN2CCCC2)c1
→ 15%	0%	15%	-5	-3%	2%	6%	-7	-1	11%	-2%
> CN(C)C(=O)CSc1nc2ccccc2n1CC(=O)N1CCN(c2ccccc2)CC1
→ -5%	-4%	0%	3	-4%	0%	1%	-5	-1	33%	-2%
> Cc1ccc(NCc2ccncc2)c(Br)c1
→ -13%	3%	-7%	-2	-4%	0%	-14%	15	-1	4%	-1%
> Cc1ccc(/C=N/NC(=O)CN2CCN(Cc3ccccc3)CC2)o1
→ -2%	0%	5%	1	0%	-3%	-3%	-10	2	10%	11%
> CCC(C)(C)n1nnnc1CN1CCc2ccccc21
→ -4%	-2%	?	-5	4%	-2%	2%	-16	-1	-12%	-1%
